TbREL1 inh: TbREL1 inhibition, primary screen. inhibition, % at 9.66 µM. 89,000 compounds, 0.49% hits. TbREL1 RNA ligation, FRET fluorescence. P86926;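 active = inhibition above the mean inhibition across all screened compounds plus 3 SD, cut at about 11% in these data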;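 also: 0% = plate median of test wells and 100% = NSC42067 control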
Target sequence (P86926 whole entry, looked up): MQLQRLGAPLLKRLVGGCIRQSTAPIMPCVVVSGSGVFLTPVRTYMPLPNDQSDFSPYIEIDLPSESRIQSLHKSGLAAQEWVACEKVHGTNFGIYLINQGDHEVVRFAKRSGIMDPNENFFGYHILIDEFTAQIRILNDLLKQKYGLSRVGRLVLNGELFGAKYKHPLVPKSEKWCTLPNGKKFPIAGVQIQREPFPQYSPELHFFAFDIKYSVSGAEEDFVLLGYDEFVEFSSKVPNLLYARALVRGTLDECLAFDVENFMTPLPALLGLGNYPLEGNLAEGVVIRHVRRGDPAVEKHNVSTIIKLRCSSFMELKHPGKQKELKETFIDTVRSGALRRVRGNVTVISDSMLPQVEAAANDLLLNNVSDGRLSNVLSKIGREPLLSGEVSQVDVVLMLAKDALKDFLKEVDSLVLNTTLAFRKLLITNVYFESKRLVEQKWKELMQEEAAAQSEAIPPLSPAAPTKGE
* hit, by the source's call. An excerpt, so the mix of outcomes need not match the whole.

no.	mol	TbREL1 inh
1	COC(=O)[C@]12C[C@H](CC(=O)NCc3cccc(C(F)(F)F)c3)C(=O)N(Cc3ccccc3)C1=C[C@H](COCc1ccccc1)O[C@@H]2C	2
2	Cc1ccc(S(=O)(=O)N2CCCC(C(=O)NCc3cccnc3)C2)cc1Cl (stereo not given)	2
3	Cc1nn(CCc2nn[nH]n2)c2nc(-c3ccc(C4CCCCC4)cc3)cc(C(F)(F)F)c12	0
4	Cc1cccc(NS(=O)(=O)c2ccc(C(=O)NCC(c3ccco3)N3CCCCC3)cc2)c1C (stereo not given)	1
5	COc1ccc(CN(C)C(=O)c2cccc(S(=O)(=O)N3CCN(c4ccccc4)CC3)c2)c(OC)c1OC	0
6	CCC(=O)Nc1nc2ccccc2n1Cc1ccccc1Cl	4
7	Nc1cc(N)cc(C(=O)c2ccccc2)c1	-1
8	Cc1ccc(C2=NN=C(NC(=O)C(F)(F)F)SC2)cc1	6
9	Cc1[nH]c(=O)[nH]c(=O)c1S(=O)(=O)N1c2ccc(F)cc2CCC1C (stereo not given)	-1
10	CCC1CN(C(=O)Nc2cccc(C)c2)c2cc(C)ccc2O1 (stereo not given)	-5
11	O=C(CN1C(=O)c2ccccc2C1=O)Nc1cccc2cccnc12	-4
12	CS(=O)(=O)N(CC(=O)NC1CCCCC1)c1cccc(Cl)c1	5
13	O=C(Nc1ccc(Cl)cc1)N1CCCN(Cc2ccc(F)cc2)C1	0
14	CCOC(=O)c1cnc2ccc(C(=O)OC)cc2c1NCCc1ccc(OC)c(OC)c1	0
15	O=C(O)c1cc(-c2ccco2)nc2ccccc12	5
16	CCC(CO)Oc1cc(NCc2ccc(O)cc2)c2ncn(C(C)C)c2c1 (stereo not given)	2
17	COc1ccc(C2C(C(=O)N3CCC(C)CC3)CC(=O)N2c2ccc(OC)cc2)cc1 (stereo not given)	0
18	C[C@H](NC(=O)C1CCN(S(=O)(=O)c2ccccc2)CC1)C(=O)NCc1ccco1	-1
19	COc1ccc(-c2coc3cc(O)ccc3c2=O)cc1OC	-4
20	CCCSc1nnc(CNS(=O)(=O)c2ccc(C)cc2)n1C	2
21	O=C(Nc1ccn(CCCNCc2ccc3c(c2)OCO3)c(=O)n1)OCc1ccccc1	2
22	Cc1ccc(NC2=NC(c3ccccc3)n3c(nc(C)cc3=O)N2)c(C)c1 (stereo not given)	-2
23	COc1ccc(-c2cc(CCCC(=O)NCCc3cc(OC)ccc3OC)no2)cc1	-2
24	CC(C)c1ccc(N2C(=O)CC(Sc3ncn[nH]3)C2=O)cc1 (stereo not given)	-4
25	CC(=O)c1c(C)[nH]c(C(=O)Nc2ccccc2N2CCOCC2)c1C	3
26	CC1=C(c2ccc(C)cc2)S(=O)(=O)N(CC(=O)O)C1=O	-1
27	COc1cc(C(CCN2CCN(c3ccccc3)CC2)c2c(OC)cc(OC)c3ccc(=O)oc23)cc(OC)c1OC (stereo not given)	-2
28	O=C(CN1C(=O)NC2(CCCC2)C1=O)c1ccc(Cl)s1	0
29	Cc1ccc2nc(SCC(=O)N3CCN(C(=O)c4ccco4)CC3)[nH]c2c1	2
30	CC(=O)Nc1ccc(CN2CCN(CCC(C)C)C(CCO)C2)cc1 (stereo not given)	-2
31	NC(=NCc1ccco1)NC(=O)c1ccc(Cl)cc1	2
32	CCCn1c(N)c(C(=O)COC(=O)c2cccc(S(=O)(=O)N3CCOCC3)c2)c(=O)[nH]c1=O	2
33	CC1CCc2nn(CC(=O)NCCC3=CCCCC3)cc2C1 (stereo not given)	-1
34	C=CCN1C(=O)[C@H](CC(=O)N2CCCC2)[C@@]2(C(=O)OCC)CCCC=C12	2
35	Cc1c(Cl)c([N+](=O)[O-])nn1Cc1ccc(C(=O)NN)o1	-1
36	COc1cc(OC)cc(C(=O)NCC(=O)NCC(c2ccco2)N2CCCCC2)c1 (stereo not given)	-2

Molecules above that contain an aryl thioether with sulfur outside any ring:
no.	mol	TbREL1 inh
20	CCCSc1nnc(CNS(=O)(=O)c2ccc(C)cc2)n1C	2
24	CC(C)c1ccc(N2C(=O)CC(Sc3ncn[nH]3)C2=O)cc1 (stereo not given)	-4
29	Cc1ccc2nc(SCC(=O)N3CCN(C(=O)c4ccco4)CC3)[nH]c2c1	2

The results go on:
no.	mol	TbREL1 inh
37	COC(=O)c1ccc2[nH]c(C)c(CN3CCCC3)c(=O)c2c1	2
38	Cc1ccc(C)c(N2CCN(C(=O)CN3C(=O)c4ccccc4C3=O)CC2)c1	-5
39	O=C(C1CC=CCC1)N1CCN(C(=O)C2CC=CCC2)CC1 (stereo not given)	2
40	Cc1ccc(NC(=S)N2CCC(NC(=O)c3ccccc3)CC2)cc1	-9
41	CN(Cc1ccccc1)C(=O)c1cccc(N2C(=O)NC3CC2(C)Oc2ccccc23)c1 (stereo not given)	-2
42	COc1ccc(-c2nnc(SCC(=O)N3CCC(Cc4ccccc4)CC3)o2)cc1OC	0
43	O=S(=O)(c1cccs1)N1CCC(CO)(Cc2cccc(F)c2)CC1	-1
44	CC(C)CN1C(=O)c2ccc(C(=O)Nc3nccs3)cc2C1=O	0
45	COCCCNCC(=O)Nc1ccc(OC(F)(F)F)cc1	1
46	FC(F)(F)c1cc(-c2ccccc2)nc2nc(N3CCOCC3)sc12	-1
47	O=S(=O)(c1cccc2ccccc12)N1CCSC1	1
48	CCCCOc1cc(NCc2ccccc2)c2ncn(C(C)C)c2c1	-2
49	Cn1c(=O)c2c(ncn2CC(=O)Nc2nc3ccc(F)cc3s2)n(C)c1=O	7
50	Cc1ccc(C)c(NC(=O)CSc2nnc([C@@H](N)Cc3ccccc3)o2)c1	1
51	COc1ccc(CN2[C@@H](CC(=O)O)c3ccc(C(F)(F)F)cc3S2(=O)=O)cc1	-1
52	O=C(Cc1ccccc1)NCCCN1CCN(CCCNC(=O)Cc2ccccc2)CC1	0
53	CCCCN(C(=O)CCC(=O)Nc1cc(C)on1)C(C(=O)NC1CCCC1)c1cccc(OC)c1 (stereo not given)	-2
54	Cc1ccc(-c2nc(SCC(=O)c3c(N)n(C)c(=O)n(C)c3=O)n[nH]2)cc1	1
55	O=C(Nc1ccc(Cl)c(S(=O)(=O)N2CCOCC2)c1)c1cc(-c2ccccn2)nc2ccccc12	3
56	Cc1ccc(-c2nnn(CC(=O)N(c3ccc(F)cc3)C(C(=O)NC(C)(C)C)c3ccco3)n2)o1 (stereo not given)	2
57	COc1ccc(C2CC(c3cccs3)n3nc(N)nc3N2)cc1 (stereo not given)	2
58	C=CCn1c(N2CCN(c3ccc(OC)cc3)CC2)nc2c1c(=O)[nH]c(=O)n2C	-2
59	Cc1cc(C(=O)NCC(C)(C)N2CCOCC2)c(C)o1	0
60	Cc1noc(C)c1NC(=O)Nc1cccc2c1O[C@H](CN(C)S(=O)(=O)c1c(C)noc1C)[C@@H](C)CN([C@H](C)CO)C2=O	-3

Overlap with the part before: 4 compounds; new compounds follow.
no.	mol	TbREL1 inh
57	COc1ccc(C2CC(c3cccs3)n3nc(N)nc3N2)cc1 (stereo not given)	2
58	C=CCn1c(N2CCN(c3ccc(OC)cc3)CC2)nc2c1c(=O)[nH]c(=O)n2C	-2
59	Cc1cc(C(=O)NCC(C)(C)N2CCOCC2)c(C)o1	0
60	Cc1noc(C)c1NC(=O)Nc1cccc2c1O[C@H](CN(C)S(=O)(=O)c1c(C)noc1C)[C@@H](C)CN([C@H](C)CO)C2=O	-3
61	CCc1ccc(C(=O)Nc2cccnc2Oc2ccc(Cl)cc2)cc1	-2
62	CC(C)c1nnc(NC(=O)CCC(=O)N2CCN(c3ccccn3)CC2)s1	-4
63	O=C(CCn1c(=O)c2ccccc2n(Cc2ccccc2)c1=O)NCc1ccc2c(c1)OCO2	-2
64	COc1ccc(-c2cc(C(F)F)n3ncc(C(=O)Nc4cnn(Cc5ccccc5)c4)c3n2)cc1	0
65	COc1ccc(Cl)cc1NC(=O)CN(C)C(=O)c1ccc(C)s1	3
66	Cc1noc(C)c1COc1cccc(C(=O)NCc2cccc(Cl)c2)c1	0
67	CC(=O)c1c(C)nn(CCC(=O)O)c1C	1
68	CCCCCCCCN1C(=O)[C@H](CC(=O)N2CCSCC2)C[C@@]2(C(=O)OCC)CCCC=C12	3
69	O=C(C[C@@H]1C/C=C\C[C@@H](Cc2ccc(F)cc2)C(=O)OC[C@@H]2CCCN2C1=O)N[C@H](CO)Cc1ccccc1	1
70	CS(=O)(=O)N(CC(=O)N1CCCCCC1)c1ccccc1	-1
71	CCOC(=O)N1CCN(C(=O)c2ccc(Cn3c(=S)[nH]c4cc5c(cc4c3=O)OCO5)cc2)CC1	-6
72	O=C(NNC(=O)c1ccc(S(=O)(=O)N2CCCC2)cc1)c1ccc(Br)cc1	-2
73	COc1cc(/C=C2/NC(=O)N(Cc3ccccc3F)C2=O)cc(OC)c1O	-3
74	CCNS(=O)(=O)c1ccc(CCC(=O)O)cc1	-2
75	COc1ccc2c(=O)cc(C(F)(F)C(F)(F)F)oc2c1	-1
76	CC[C@]12c3[nH]c4cc(CCC(=O)N(C)C)ccc4c3CCN1C(=O)[C@@H](CC(=O)NC(C)(C)C)C[C@@H]2C(=O)N1CCN(C(=O)c2ccco2)CC1	-4
77	CCCOP(=O)(OCCC)C(Nc1cccc(C(F)(F)F)c1)c1ccc(C)cc1 (stereo not given)	0
78	O=C(CSc1ncccn1)N1CCN(S(=O)(=O)c2ccccc2)CC1	1
79	O=C(COC(=O)c1nn(CCO)c(=O)c2ccccc12)Nc1ccc(Cl)c(Cl)c1	-1
80	Cc1ccc(S(=O)(=O)N2CCCCC2)cc1NC(=O)CCNC(=O)c1ccccc1Cl	-4
81	COc1cc(CNn2nnnc2N)cc(Br)c1OCC(=O)NC(C)(C)C	0
82	COc1cc([N+](=O)[O-])ccc1NC(=O)CSc1nnc(C)c(C)n1	1
83	Cc1ccc(-c2csc(NC(=S)NC(=O)/C=C/c3ccco3)n2)cc1	-4
84	Cc1cccc(C(=O)Nc2nc3ncccn3c2-c2ccc(C(F)(F)F)cc2)c1	3
85	CC(O)CNc1nc2c(c(=O)n(C)c(=O)n2C)n1CCc1ccccc1 (stereo not given)	0
86	CCn1c(CC(=O)Nc2ccc(F)cc2)nnc1SCC(=O)NC1=NCCS1	0
87	Cc1n[nH]c(C)c1CNCc1c(C(=O)N2CCCCCCC2)nc2ccc(Cl)cn12	-2
88	COc1ccc(C(C(=O)NC2CCCC2)N(CCC(C)C)C(=O)CCC(=O)Nc2cc(C)on2)cc1 (stereo not given)	-2
89	Cc1ccc(NC(=O)c2cc([N+](=O)[O-])ccc2N2CCOCC2)cc1S(=O)(=O)N1CCOCC1	-3
90	CCOC(=O)CSc1nnc(NC(=O)c2cccc([N+](=O)[O-])c2)s1	1
91	Cc1ccc(S(=O)(=O)N(CCCc2c(C)nc(N)[nH]c2=O)Cc2ccc([N+](=O)[O-])cc2)cc1	1
92	COc1ccccc1-c1cncc(NC(C)=O)n1	0
93	CN(C)C(=C(C#N)C#N)N1CCN(c2ccc(Cl)c(Cl)c2)CC1	6
94	COC(=O)c1cccc(Cn2ccc3ccc(-c4ccc5ccn(C(=O)c6ccccc6C)c5c4)cc32)c1	3
95	COc1cccc(-c2ccc3c(c2)O[C@@H](CN(C)Cc2cncnc2)[C@@H](C)CN([C@H](C)CO)S3(=O)=O)c1	3
96	CCN1CCN(C(CNS(=O)(=O)c2ccc(F)cc2)c2cccnc2)CC1 (stereo not given)	3
97	COc1ccc(NC(=O)COC(=O)c2ccc3ccccc3n2)cc1	-1
98	CCOC(=O)c1cnc(-c2ccccc2)nc1Oc1cccc(Cl)c1	2
99	CCNc1nc(N)c([N+](=O)[O-])c(Nc2cccc(Cl)c2)n1	-1
100	COC(=O)N/N=C\c1ccc(OC/C=C/c2ccccc2)cc1	-1
101	COc1ccc(/C=N/n2c(N)nc(-c3ccccc3)c2-c2ccccc2)cc1	4
102	CCN1CCN(Cc2ccc(NC(=O)c3cc(NC(=O)C4=NN(c5ccccc5)C(=O)C4)cc(OC)c3)cc2C(F)(F)F)CC1	-3
103	C=CCNC(=S)N1CCc2[nH]c3ccccc3c2C1	-1
104	Cc1c(NC(=O)/C(C#N)=C/c2ccccc2)c(=O)n(-c2ccccc2)n1C	-3
105	O=C(Nc1ccc2c(c1)C(=O)NC2=O)c1cccc(Cl)c1	0
106	CCc1ccc(-c2nc(CN3CCC(C(=O)N4CCN(c5ccccn5)CC4)CC3)c(C)o2)cc1	-5
107	COCOCCn1cc(CN2CCS(=O)(=O)N(Cc3ccc(-c4cccc(N(C)C)c4)cc3)C(C(C)C)C2=O)nn1 (stereo not given)	-4
108	COc1ccc(N(C(=O)c2ccco2)C(C(=O)NC2CCCC2)c2cccs2)cc1 (stereo not given)	0

Overlap with the part before: 2 compounds, then new ones.
no.	mol	TbREL1 inh
107	COCOCCn1cc(CN2CCS(=O)(=O)N(Cc3ccc(-c4cccc(N(C)C)c4)cc3)C(C(C)C)C2=O)nn1 (stereo not given)	-4
108	COc1ccc(N(C(=O)c2ccco2)C(C(=O)NC2CCCC2)c2cccs2)cc1 (stereo not given)	0
109	CC1(C)CC(=O)C2=C(C1)Nc1cc(Cl)ccc1S2	-6
110	CN1/C(=C\C(=O)CSc2nnc(NCc3ccccc3)s2)C(C)(C)c2ccccc21	-4
111	O=C(NC(NC1CCS(=O)(=O)C1)C(Cl)(Cl)Cl)c1cccc(Cl)c1 (stereo not given)	-1
112	Oc1c(C(c2ccccn2)N2CCCCC2)cc(Cl)c2cccnc12 (stereo not given)	-5
113	COc1cccc(-c2ccc3c(c2)C2CC3CCN2C(C)=O)c1 (stereo not given)	-2
114	COc1ccc(Nc2ccc(S(=O)(=O)N3CCCCCC3)cc2[N+](=O)[O-])cc1	1
115	CC(C)C(C)(C#N)NC(=O)CN1C(=O)NC2(CCCc3ccccc32)C1=O (stereo not given)	0
116	CCOC(=O)C1=C(COC(=O)CCc2ccc(F)cc2)NC(=O)NC1C (stereo not given)	-2
117	Cn1c(=O)c(C(=O)c2ccccc2)c(O)c2ccccc21	-2
118	Cc1cc(NC(=O)COC(=O)C2COc3ccccc3O2)no1 (stereo not given)	2
119	CC(C)Oc1cc(F)ccc1-c1cc(C(=O)NCCc2ccncc2)[nH]n1	0
120	CN(C)Cc1c(C(C)(C)O)[nH]c2ccc(C(F)(F)F)cc12	0
121	CCNC(=O)N(C)[C@H]1C[C@H]2c3[nH]c4ccccc4c3CCN2C[C@H]1[C@H](C)O	0
122	Cc1ccc(C)c(N2CN(Cc3ccco3)CNC2=S)c1	5
123	Cc1c(-c2nc(-c3ccc(C(C)(C)C)cc3)no2)n(C)oc1=O	1
